NR2E3 ag-1: NR2E3 (human) agonism | Q9Y5X4 | GST-NR2E3/biotin-RetCOR TR-FRET, 1536-well | inhibition of corepressor binding, % at 4.78 µM | 320,000 compounds, 0.12% hits | AID 2300;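 active = percent inhibition above the cutoff of mean plus 3 SD of all tested compounds, set per screening campaign, cut at about 20% in these data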;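 note: 0% = DMSO wells and 100% = biotin wells as full block of FRET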
Target sequence (Q9Y5X4 whole entry, looked up): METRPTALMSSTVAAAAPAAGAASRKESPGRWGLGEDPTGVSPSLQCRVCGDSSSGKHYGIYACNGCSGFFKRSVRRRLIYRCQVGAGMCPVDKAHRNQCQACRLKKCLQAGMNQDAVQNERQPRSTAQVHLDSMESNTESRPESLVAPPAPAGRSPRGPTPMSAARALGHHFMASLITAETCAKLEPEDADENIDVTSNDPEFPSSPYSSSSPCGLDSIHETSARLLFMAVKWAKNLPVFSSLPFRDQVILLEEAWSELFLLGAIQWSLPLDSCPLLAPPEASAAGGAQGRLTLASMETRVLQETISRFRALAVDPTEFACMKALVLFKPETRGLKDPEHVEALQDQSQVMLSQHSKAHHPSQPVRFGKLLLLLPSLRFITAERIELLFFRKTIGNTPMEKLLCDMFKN
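Material: NR2E3–RetCOR corepressor complex | Quantity: 1.35 nM GST-tagged NR2E3 final | Schedule: 5 h at 4 °C | Replication: Singlicate compound wells | Reagent: RetCOR corepressor, biotinylated, 7 nM | Controls: Biotin wells as high control, 0.6% DMSO wells as low control | Signal: TR-FRET, Eu(K)-anti-GST donor, streptavidin-D2 acceptor, ex 340, em 617/671 nm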
aDG glyco act: alpha-DG glycosylation activation; Pro5-aDG cells, alpha-DG glycosylation AlphaScreen (IIH6); 0% Pro5, 100% B10-LARGE cell signal; AID 624168; 360,000 compounds, 0.22% hits; activation, % at 10 µM;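 active = activation of at least 8% versus controls, or a plate z-score of at least 8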;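 note: Pro5 are CHO cells carrying HIG-tagged alpha-DG that lacks glycosylation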
HIF-2a inh: HIF-2a inhibition. 786-0 RCC cells HIF-2a reporter, luciferase luminescence, overnight. AID 624352. inhibition, % at 18.8 µM. 360,000 compounds, 0.72% hits;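 active = inhibition of the luminescence signal of 40% or more relative to plate controls, in a single-dose primary screen at 18.75 µM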
NR2E3 ag-2: agonists of human NR2E3 nuclear receptor | CHO-S Gal4-NCOR/VP16-NR2E3 two-hybrid, luciferase | inhibition of corepressor binding, % at 3.98 µM | 360,000 compounds, 0.35% hits | AID 602229;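 active = inhibition above the mean of all tested compounds plus 3 SD, cut at about 70% in these data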;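 note: 0% = DMSO with NR2E3 transfected cells and 100% = cells lacking NR2E3 construct; higher means lower luciferase signal from less NR2E3 corepressor binding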
KKLEB cytotox: counter-screen for CF NF-kB inhibitors: cytotoxicity | KKLEB CF airway cells viability, ATPlite luminescence, overnight; stronger effect = lower value; cells stimulated with P. aeruginosa culture filtrate | activity change (cytotoxicity), % at 5 µM | 360,000 compounds, 0.36% hits | AID 602141;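 active = corrected activity change at or below -50% at 5 µM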
Shn3 inh set2: reduces Shn3 3'UTR luciferase signal in osteoblasts. Clone20 osteoblast Shn3 3'UTR firefly luciferase, 24 h. AID 588674. 360,000 compounds, 0.52% hits. inhibition, % at 12.5 µM;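 active = mean inhibition of at least 75% with every replicate also reaching 75%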;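 note: 0% = median of neutral control wells and 100% = pilot-screen positive control compound; some compounds past the cut are filed as inactive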
MITF TRPM1 inh: inhibitors of MITF-driven TRPM1 promoter in melanoma cells. SK-MEL-5 TRPM1 promoter luciferase, 24 h. inhibition, % at 12.5 µM. 330,000 compounds, 0.83% hits. AID 488899;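 active = mean inhibition across replicates of 60% or more, whatever share of single replicates reaches that level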; note: values of inactives mirror those of a sister screen read the other way
TWEAK-Fn14 inh: TWEAK-Fn14 signaling inhibition; TWEAK-stimulated Fn14 reporter cells, luciferase luminescence, 8 h; inhibition, % at 10 µM; 360,000 compounds, 2% hits; in the data active = inhibition above about 50%
iPSC survival up: increases survival of single human iPS cells; hiPSC single-cell survival, ATPlite luminescence; 100% = ROCK inhibitor wells, 0% = DMSO; survival enhancement, % at 20 µM; 360,000 compounds, 0.044% hits; AID 602274; in the data active = survival enhancement above about 18%;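 note: cells exposed to compounds for 16 hours before the ATP read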
Peg3 prom inh: reduces Peg3 promoter-driven luciferase expression in HeLa; 360,000 compounds, 1.7% hits; AID 588405; inhibition, % at 20 µM; HeLa PEG-Prom luciferase reporter, luminescence, overnight;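 active = inhibition of at least 50% at 20 µM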
CF NFkB inh: blocks PAF-induced NF-kB reporter in cystic fibrosis cells; 360,000 compounds, 0.86% hits; inhibition, % at 5 µM; KKLEB NF-kB-GFP reporter, GFP fluorescence overnight;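 active = at least 50% inhibition at 5 µM, scaled per plate between neutral and stimulator controls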;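 note: PAF is a Pseudomonas aeruginosa culture filtrate used as stimulus; plate controls were PAF-stimulated DMSO wells for no effect and unstimulated DMSO wells for full effect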
* = called active by the depositor; x = not tested or not shown; & = joins results of further samples. Compounds as they come, and some 4.4% of all compounds hit somewhere here.

SMILES	NR2E3 ag-1	aDG glyco act	HIF-2a inh	NR2E3 ag-2	KKLEB cytotox	Shn3 inh set2	MITF TRPM1 inh	TWEAK-Fn14 inh	iPSC survival up	Peg3 prom inh	CF NFkB inh
N#C/C(=C(/O)c1ccc(Br)s1)c1nc2ccccc2[nH]1	-4	0.1	-78	-32	2	23	x	24	-1.3	16	21
Cc1cc(C)nc(NS(=O)(=O)c2ccc(NC(=O)c3ccco3)cc2)n1	2	-0.4	23	16	3	-13	6	4	-0.1	10	-18
COc1cc(CCC(=O)OCC(=O)Nc2ncc(Cl)cc2Cl)cc(OC)c1OC	4	0.0	26	-24	5	6	6	-4	-0.4	11	-20
COc1cccc(C2C(C#N)=C(N)N(N(C)C)C3=C2C(=O)CC(C)(C)C3)c1 (stereo not drawn)	0	0.1	7	-1	13	-6	-12	10	-0.7	-6	-9
Cc1cc(=O)n(C2CCS(=O)(=O)C2)[nH]1 (stereo not drawn)	33*	0.9	10	-10	-2	-14	5	-17	-0.7	5	-5
COc1ccc(NC(=O)CN2CCN(C(=S)NC3CCCC3)CC2)cc1	1	0.1	11	-9	6	0	1	3	1.3	11	16
CC(=O)N1CC=CC1(CC(C)C)C(=O)NCc1cc(F)cc(C(F)(F)F)c1 (stereo not drawn)	2	0.2	-43	8	4	-1	-5	4	1.5	-25	-10
O=C(Cn1cc(Br)ccc1=O)Nc1ccc2c(c1)OCO2	0	0.0	-9	7	5	-1	-4	4	0.1	-19	17
CC1CCCCN1CC(O)COCCC12CC3CC(CC(C3)C1)C2 (stereo not drawn)	-4	-0.1	13	43	-13	4	-17	11	-0.6	5	14
COc1ccc(-n2nnnc2SCC(=O)c2ccc3c(c2)OCCO3)cc1	-3	0.1	-1	0	8	0	9	10	3.1	-9	-16
COc1ccc(/C=C/C2=CC(C)(C)NC(=S)N2)cc1	0	-0.4	20	14	13	4	5	11	0.9	15	7
Cc1cc(C(=O)N2CCN(c3ncccc3C#N)CC2)no1	1	0.0	1	0	4	-5	-6	-15	-0.4	-8	0
C=CCNC(=O)C1CC(=O)N(c2ccc(OCC(=O)Nc3ccc(Cl)cc3)cc2)C1 (stereo not drawn)	-3	0.0	9	-12	4	-1	-4	19	0.0	-3	-8
CN(C(=O)COC(=O)/C=C/c1cn(-c2ccccc2)nc1-c1ccc2c(c1)OCCO2)C1CCS(=O)(=O)C1 (stereo not drawn)	2	-0.3	-6	-21	-4	-15	-4	2	-0.2	-7	-8
CCOc1ccc(CNC(=S)Nc2ccccc2)cc1Cl	-1	0.2	-37	-14	-5	12	3	-9	-0.7	3	19
CC(C(=O)O)c1ccc(N2Cc3ccccc3C2=O)cc1 (stereo not drawn)	4	0.3	10	-90	14	-31	12	70*	-4.7	-83	-13
CC1=CC(c2ccccc2)n2nc(N)nc2N1 (stereo not drawn)	2	-0.1	-2	16	6	-7	-3	0	4.3	-6	-10
Cc1cccc(CSc2nc3nc(C)cc(C)n3n2)c1	0	-0.1	-83	3	-4	-13	-18	-14	1.1	-45	-13
C=C1C(C(=O)Nc2cccc(OC)c2)C1C(=O)Nc1cccc(OC)c1 (stereo not drawn)	2	0.0	12	-37	3	-3	2	6	-0.9	10	-7
CCCCc1nc2cc(C(=O)N3CCCCC3COC)ccc2o1 (stereo not drawn)	6	-0.2	-124	-24	-24	-27	-21	-7	-0.3	-98	-15
Cc1cc(C(F)(F)F)nn1Cc1n[nH]c(=S)n1-c1ccc(Cl)cc1	2	0.1	-1	13	6	2	-5	-2	-2.3	-5	0
CCC(C(=O)Nc1nc(C)c(C(=O)OC)s1)c1ccccc1 (stereo not drawn)	0	0.5	19	-18	12	4	-8	-10	0.2	5	7
CCc1ccc(-c2csc(NC(=O)Oc3ccccc3)n2)cc1	2	0.1	-100	-54	6	-45	-33	-7	-1.8	-139	-1
CCOC(=O)N1CCN(C(=O)C[C@@H]2C[C@@]3(C(=O)OCC)CCC=C3N(CCC3=CCCCC3)C2=O)CC1	x	-0.2	6	12	x	x	x	2	-0.2	x	x
COc1ccc(NC(=O)c2ccccc2NC(=O)CN2CCCCCC2)cc1	-1	-0.1	-32	-1	1	-16	2	-8	0.4	-1	14
Next structures
SMILES	NR2E3 ag-1	aDG glyco act	HIF-2a inh	NR2E3 ag-2	KKLEB cytotox	Shn3 inh set2	MITF TRPM1 inh	TWEAK-Fn14 inh	iPSC survival up	Peg3 prom inh	CF NFkB inh
COC(=O)c1c(NC(=S)NN2CCOCC2)sc2c1CCCC2	3	-0.8	5	-23	-8	6	3	-6	-0.6	-2	19
Cc1sc(NC(=O)C2=COCCO2)nc1-c1ccc(F)cc1	2	0.2	-165	-52	-2	-8	-15	11	0.2	-130	18
CCOc1ccc(C(=O)CCNC(Cc2cnc[nH]2)C(=O)O)cc1 (stereo not drawn)	1	0.0	0	-4	9	-60	-16	-2	-1.5	-24	-2
CC(OC(=O)C1=COCCO1)C(=O)Nc1ncc(Cl)cc1Cl (stereo not drawn)	x	0.0	-5	-26	10	9	10	12	0.5	-32	-8
COc1ccccc1N(C)S(=O)(=O)c1ccc(C(=O)N2CCC2)cc1	x	0.0	7	1	5	4	3	3	-0.4	10	-12
CCO[C@H]1OC(C(=O)N2CCCCCCC2)=C[C@@H](c2ccc(C(F)(F)F)cc2)[C@@H]1CCCO	6	0.5	7	2	7	-38	-2	-17	1.0	-1	-9
Cc1ccc(CNC(=O)CN(c2ccc(C)cc2)S(=O)(=O)c2c(C)nn(C)c2C)cc1	1	0.9	9	-13	-20	-21	-11	3	-0.5	0	22
COc1cc(/C=N/N2CCN(C3c4ccccc4-c4ccccc43)CC2)cc(OC)c1OC	2	0.2	15	-14	-5	6	16	16	-0.6	25	0
O=Nc1c2ccc[nH]c-2c2ccc([N+](=O)[O-])cc12	3	-0.3	-39	11	9	-14	1	-10	1.2	-12	-107
CCc1c(C)[nH]c2ccc(C)cc2c1=O	-1	0.8	-108	-31	8	2	-26	-19	1.1	-61	-7
COc1cc(NC(=O)Cn2cnc(S(=O)(=O)N3CCOCC3)c2)cc(OC)c1OC	1	0.1	13	12	-11	-2	2	46	-0.1	6	3
COc1cc(OC)cc(C(=O)NCCNC(=O)c2ccco2)c1	3	-0.1	9	-1	14	-8	3	24	-2.2	2	-5
COc1cc(OC)cc(C(=O)N[C@H](C(=O)Nc2ccc(S(=O)(=O)N(C)C)cc2)C(C)C)c1	2	-0.9	9	-16	5	7	21	0	0.4	33	-3
O=C(CCC1CCN(C(=O)Cc2c(F)cccc2F)CC1)NC1CC1	3	-0.2	15	-13	6	10	-9	3	0.6	3	-10
CCn1c2ccccc2c2nnc(SCC(=O)Nc3cc(C)on3)nc21	-1	-0.1	8	0	1	-31	7	4	0.9	13	-11
O=C(CNC(=O)c1ccc(Oc2ccccc2)cc1)OCc1ccc(Br)cc1	0	0.1	-3	0	6	-17	-6	0	-0.6	-4	-12
Cc1ccc(NC(=O)CCn2cccc2)cc1	1	-0.2	-26	-16	8	-10	-15	-11	0.1	-16	-5
CC(C)Cn1c(N)c(C(=O)COC(=O)CC23CC4CC(CC(C4)C2)C3)c(=O)n(C)c1=O	3	4.3	17	94*	-4	87*	42	73*	-3.4	22	-4
Cc1cc(OC2CCCCC2)nc(NCc2ccccc2)n1	0	-0.1	16	-26	-16	17	x	-41	-0.2	-6	5
CCCn1nc2cc(C(=O)NCCc3ccc(C)cc3)ccc2c1OCC	2	0.0	-3	-31	-4	11	11	-6	2.8	-6	-31
CCN(CC)C(=O)Cn1cc(C(=O)C(=O)N2CC=C(c3ccccc3)CC2)c2ccccc21	1	0.3	2	1	-1	-8	7	18	-0.5	8	0
COc1ccc2nc(C)cc(N3CCN(c4ccccc4)CC3)c2c1	0	0.2	5	-34	5	0	-8	23	0.0	2	24
Cc1cc2nc(/N=C(\N)NC(=O)N3c4ccccc4Sc4ccccc43)nc(C)c2cc1C	-4	0.3&-0.3	-5&-20	-33&-10	0&1	26&33	-19&5	1&-9	1.5&-1.0	-15&-4	-40&-20
Cc1nc(N(C)Cc2ccccc2)c2nnn(Cc3ccccc3)c2n1	-3	0.1	0	8	3	8	10	18	-3.0	6	-3
CCOC(=O)C1=CCN(S(=O)(=O)c2ccccc2Br)C1c1ccc(F)cc1 (stereo not drawn)	x	0.4	7	5	-19	-5	x	-18	0.9	16	17
O=C(COC(=O)c1ccc([N+](=O)[O-])s1)Nc1ccc(F)cc1	0	-0.2	3	-7	18	-2	7	1	-0.5	2	12

As a working copy, 12 of the compounds above.
SMILES	NR2E3 ag-1	aDG glyco act	HIF-2a inh	NR2E3 ag-2	KKLEB cytotox	Shn3 inh set2	MITF TRPM1 inh	TWEAK-Fn14 inh	iPSC survival up	Peg3 prom inh	CF NFkB inh
COC(=O)c1c(NC(=S)NN2CCOCC2)sc2c1CCCC2	3	-0.8	5	-23	-8	6	3	-6	-0.6	-2	19
Cc1sc(NC(=O)C2=COCCO2)nc1-c1ccc(F)cc1	2	0.2	-165	-52	-2	-8	-15	11	0.2	-130	18
CCOc1ccc(C(=O)CCNC(Cc2cnc[nH]2)C(=O)O)cc1 (stereo not drawn)	1	0.0	0	-4	9	-60	-16	-2	-1.5	-24	-2
CC(OC(=O)C1=COCCO1)C(=O)Nc1ncc(Cl)cc1Cl (stereo not drawn)	x	0.0	-5	-26	10	9	10	12	0.5	-32	-8
COc1ccccc1N(C)S(=O)(=O)c1ccc(C(=O)N2CCC2)cc1	x	0.0	7	1	5	4	3	3	-0.4	10	-12
CCO[C@H]1OC(C(=O)N2CCCCCCC2)=C[C@@H](c2ccc(C(F)(F)F)cc2)[C@@H]1CCCO	6	0.5	7	2	7	-38	-2	-17	1.0	-1	-9
Cc1ccc(CNC(=O)CN(c2ccc(C)cc2)S(=O)(=O)c2c(C)nn(C)c2C)cc1	1	0.9	9	-13	-20	-21	-11	3	-0.5	0	22
COc1cc(/C=N/N2CCN(C3c4ccccc4-c4ccccc43)CC2)cc(OC)c1OC	2	0.2	15	-14	-5	6	16	16	-0.6	25	0
O=Nc1c2ccc[nH]c-2c2ccc([N+](=O)[O-])cc12	3	-0.3	-39	11	9	-14	1	-10	1.2	-12	-107
CCc1c(C)[nH]c2ccc(C)cc2c1=O	-1	0.8	-108	-31	8	2	-26	-19	1.1	-61	-7
COc1cc(NC(=O)Cn2cnc(S(=O)(=O)N3CCOCC3)c2)cc(OC)c1OC	1	0.1	13	12	-11	-2	2	46	-0.1	6	3
COc1cc(OC)cc(C(=O)NCCNC(=O)c2ccco2)c1	3	-0.1	9	-1	14	-8	3	24	-2.2	2	-5
